# Screens deposited in PubChem by National Center for Advancing Translational Sciences (NCATS).
# TDP1 cell noCPT: qHTS for Inhibitors of human tyrosyl-DNA phosphodiesterase 1 (TDP1): qHTS in cells in absence of CPT | AID 686978, 2013 | DT40 Tdp1-/- hTDP1 cells, no CPT, ATP luminescence, 48 h | 420,000 tested, 15% active | Potency, µM (highest dose often 46.2 µM), for inactives: at the highest dose activity change, negative = growth inhibition, usual class: inhibitors; further: nearly all actives have a fitted effect of over 55% in size
#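 Chicken DT40 Tdp1-/- cells stably complemented with human TDP1 were seeded at 400 cells/well with DMSO in place of 20 nM camptothecin. After compound pinning, cells grew at least 48 hr at 37 °C; viability read by CellTiter-Glo luminescence.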
# N370S GC: qHTS Assay for Inhibitors and Activators of N370S glucocerebrosidase as a Potential Chaperone Treatment of Gaucher Disease; Potency, µM (highest dose often 59.4 µM), for the others: at the top dose activity change, negative = inhibition, usual class: inhibitors; Lysosomal acid glucosylceramidase (Homo sapiens), P04062; 330,000 tested, 0.092% active; AID 2101, 2009; N370S GC spleen homogenate, 4MU-glucoside fluorescence;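 further: 0% = full enzyme activity and -100% = no enzyme basal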
# TDP1 inh: qHTS Assay for Inhibitors of Tyrosyl-DNA Phosphodiesterase (TDP1); Tyrosyl-DNA phosphodiesterase 1 (Homo sapiens), Q9NUW8; recombinant TDP1, AlphaScreen DNA substrate cleavage; Potency, µM (series often up to 130 µM), without a hit: at the top dose activity change, negative = inhibition, most hits filed as inhibitors; AID 485290, 2010; 350,000 tested, 0.28% active; further: nearly all actives have a fitted effect of over 40% in size
# Target sequence (Q9NUW8 whole entry, looked up): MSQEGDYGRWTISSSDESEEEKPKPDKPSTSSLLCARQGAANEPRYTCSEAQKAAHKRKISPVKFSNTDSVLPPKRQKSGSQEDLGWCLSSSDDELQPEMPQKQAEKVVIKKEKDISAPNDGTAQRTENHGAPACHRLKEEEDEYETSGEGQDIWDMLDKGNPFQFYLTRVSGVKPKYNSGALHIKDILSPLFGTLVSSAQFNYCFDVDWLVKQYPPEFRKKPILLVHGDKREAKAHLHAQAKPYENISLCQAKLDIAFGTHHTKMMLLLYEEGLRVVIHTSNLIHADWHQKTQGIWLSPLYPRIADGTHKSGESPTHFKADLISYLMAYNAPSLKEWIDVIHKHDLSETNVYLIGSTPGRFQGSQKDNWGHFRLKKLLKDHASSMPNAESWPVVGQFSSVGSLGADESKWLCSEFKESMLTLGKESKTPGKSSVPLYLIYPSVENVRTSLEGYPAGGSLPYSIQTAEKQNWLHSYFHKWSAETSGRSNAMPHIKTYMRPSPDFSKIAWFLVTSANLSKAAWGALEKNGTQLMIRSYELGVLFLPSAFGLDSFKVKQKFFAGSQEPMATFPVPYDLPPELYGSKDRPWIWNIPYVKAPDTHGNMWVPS
#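 Tdp1 1 nM final; 15 min RT w/ cpd; substrate 15 nM, 5 min; beads 10 ug/ml, 10 min; AlphaScreen read. Neg ctrl: no enzyme.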
# Numbers without * were called inactive; ? = inconclusive; · = not tested or not shown; & = joins results of further samples; [ ] = another dose, or the depositor's remark. The call rests on the fitted dose curve; in most records, active means well fitted curve in the direction sought with a large enough effect; inconclusive means small, poorly fitted or top-dose-only effect, or another doubt; inactive means no such curve, though single readings can be large; an effect the other way counts as inactive or inconclusive. Unless noted, on the % scale 0 is the no-effect control and ±100 the full control effect; potency means the concentration at half of the fitted maximal effect. A portion of the library; count on the stated rates, not on these rows.
# Value order: TDP1 cell noCPT, N370S GC, TDP1 inh
- O=C(NC1CCCC1)C(c1ccccc1F)N(C(=O)c1ccco1)C1CCCC1 (stereo not drawn)
  ?, -6%, 6%
- COC(=O)c1ccc(NC(=O)CSc2nnc(C(C)NC(=O)c3ccccc3Cl)n2C)cc1 (stereo not drawn)
  -7%, -6%, 2%
- O=C(Nc1ccccc1[N+](=O)[O-])c1cc(S(=O)(=O)Nc2ccccn2)ccc1Cl
  -20%, -25%, 1%
- C=CCn1c(NC)cc(=O)n(C)c1=O
  2%, 24%, -2%
- CCN(CC)C(=O)c1ccc2c(c1[N+](=O)[O-])C(=O)c1ccccc1C2=O
  ·, 11%, -3%
- O=C(O)c1ccccc1C(=O)NC1CCN(c2nccc(C(F)(F)F)n2)CC1
  0%, -3%, ·
- Cc1cc(C)c(S(=O)(=O)NCc2ccc3c(c2)CCN3C(=O)c2ccccc2)c(C)c1
  10µM*, ·, 8%
- CCN1CC=C2C(C#N)=C(N)C(C#N)(C#N)[C@H](c3ccoc3)[C@H]2C1
  ?, -8%, 6%
- O=C(c1cn(Cc2ccccc2)nc1-c1cccnc1)N1CCc2ccccc2C1
  ?, ·, 0%
- O=C(NCCc1nc2ccccc2n1CCOc1ccc2ccccc2c1)C1CCCCC1
  ?, ·, 0%
- O=C(COc1coc(CN2CCc3ccccc32)cc1=O)Nc1ccc([N+](=O)[O-])cc1
  0%, 3%, -6%
- COc1ccccc1C(=O)NCC(=O)N1CCN(C/C=C/c2ccccc2)CC1
  ?, ·, 1%
- COc1cccc(OC)c1C(=O)Nc1ccc(N2CCCCC2)cc1
  -2%, 1%, -1%
- CCc1ccccc1NC(=O)C(CCSC)NS(=O)(=O)c1ccc2c(c1)oc(=O)n2C (stereo not drawn)
  -11%, ·, 4%
- CN(C)c1ccc(CNC(=O)c2ccc(NC(=O)c3nsc4ccccc34)cc2)cc1
  ?, ·, 5%
- Cc1cccc(OCCOc2ccccc2C=C(C#N)C#N)c1
  ?, ?, 1%
- CCOC(=O)N1CCN(C(=O)c2ccc3c(c2)N(C)C(=O)/C(=C\c2ccc(OCC)c(OC)c2)S3)CC1
  16µM*, -9%, 9%
- CCOc1ccc2[nH]c(=O)c(C(c3nnnn3Cc3ccco3)N3CCCC(C)C3)cc2c1 (stereo not drawn)
  -26%, 1%, -7%
- CCCCNc1ncnc2c1nnn2Cc1ccccc1Cl
  1%, -2%, ·
- CC(=O)NCCc1nc2cc(NC(=O)c3ccc(Cl)cc3)ccc2n1C
  0%, -3%, ·
- COC(=O)c1c(C(=O)OC)c2ccccn2c1C(=O)c1ccccc1
  ?, -1%, ·
- CCOC(=O)c1c(Nc2ccc(Cl)cc2)sc(/C=C2\C=Nc3ccccc32)c1O
  ?, -11%, -3%
- Cc1cc(=O)cc(C)n1-c1ccc(Cl)c(Cl)c1
  2%, -4%, -9%
- O=C(NCCc1ccc2c(c1)OCCO2)c1ccc([N+](=O)[O-])cc1Cl
  -23%, -7%, -1%
- Cc1cc(C)c[n+](CC(=O)c2ccc(-c3ccccc3)cc2)c1
  ?, 12%, -2%
- CSc1nc(-c2ccccc2)cc(C)c1C#N
  9%, 3%, 0%
- Cn1nc(C(=O)NCc2cccnc2)c2ccccc2c1=O
  -14%, 0%, 0%
- COc1ccc(NC(=O)C(=O)N/N=C/c2cccnc2)cc1
  -25%, 3%, ·
- O=C(c1ccco1)N1CCN(C(=O)C2CC(c3ccc(Cl)c(Cl)c3)=NO2)CC1 (stereo not drawn)
  ?, 0%, 0%
- O=C(CCNC(=O)c1ccc(Cl)cc1)Nc1cccc(S(=O)(=O)N2CCCCC2)c1
  23µM*, ·, 1%
- CC(C)Oc1cc(NC(=O)CS(=O)(=O)CC(=O)N(C)C)c(Cl)cc1Cl
  -7%, 12%, ·
- CC(C)COc1ccc(C(=O)Nc2ccc(N3CCOCC3)cc2N2CCOCC2)cc1
  16µM*, 1%, 5%
- Cc1ccccc1C(=O)N1CCN(c2ccc(NC(=O)c3ccco3)cc2Cl)CC1
  9.2µM*, -30%, 5%
- O=C(COc1ccc(Br)cc1)NC(=S)Nc1ccccc1N1CCOCC1
  -16%, 10%, 3%
- CCOc1ccc(N2C(=O)CC(SC(=NC)Nc3ccc(F)cc3)C2=O)cc1 (stereo not drawn)
  ?, 2%, 2%
- NC(=O)CCC(NS(=O)(=O)c1ccc(Cl)cc1)C(=O)NCC1CCCCC1 (stereo not drawn)
  ?, -19%, 8%
- CC1CCN(C(=O)Cn2c(=O)oc3cc(S(=O)(=O)N4CCCCC4)ccc32)CC1
  -21%&-20%, -23%, 1%&-1%
- CCOC(=O)c1ccc(N2C(=O)c3[nH]nc(-c4ccc(OC)cc4)c3C2c2cccc(O)c2)cc1 (stereo not drawn)
  21µM*, ·, 5%
- NNC(=O)c1cc(-c2ccc(O)cc2)nc2ccc(Br)cc12
  ?, ?, 3%
- CCn1ccc2c(OCC(=O)Nc3ccc(C(C)=O)cc3)cccc2c1=O
  9.2µM*, ·, 5%
- N#Cc1ccc(NC(=O)c2cc(-c3cccs3)on2)cc1
  ?, 3%, -3%
- Cc1cc(C(=O)CN2C(=O)NC3(CCCc4sccc43)C2=O)c(C)n1-c1ccccc1 (stereo not drawn)
  -25%, -10%, 8%
- COCC(=O)N1CCN(c2nc3ccccc3o2)CC1
  1%, 11%, 7%
- C=CCNC(=O)NC(=O)COC(=O)CCCSc1nc2ccccc2[nH]1
  -16%, 4%, 5%
- CCNc1ncc2nc(-c3ccc(OC)cc3)c(=O)n(-c3ccc(OC)cc3)c2n1
  0.033µM*, 2%, ·
- Cn1c(=O)c2c(-c3cccc(Br)c3)n(C(C)(C)CO)cc2n(C)c1=O
  ?, ·, 9%
- COc1cccc(C(=O)NCC(=O)N/N=C(C)\C=C\c2ccccc2)c1
  -3%, -8%, 5%
- C=CCOc1ccc(CNCc2cccnc2)cc1
  -21%, -14%, ·
- COc1ccc(NC(=O)CSc2n[nH]c(-c3ccco3)n2)cc1
  24%, 4%, 4%
- Cc1ccc(NC(=O)CSc2[nH]c(=O)ncc2C)cc1
  -15%, ·, 5%
- CN(C)S(=O)(=O)c1ccc(C(=O)NCC2CC2(Cl)Cl)cc1 (stereo not drawn)
  ?, 8%, -3%
- Cc1ccc(C)c(OCCC(=O)OCC(=O)NC2CCCC2)c1
  6%, -18%, -3%
- CC(=O)Nc1ccc(/C=C/c2nc3ccccc3[nH]c2=O)cc1
  2%, -17%, 2%
- Cc1cc(/C=C2/NC(=O)NC2=O)c(C)n1-c1ccc(C#N)cc1
  ?, -7%, 6%
- CN(C)CCNC(=O)Nc1ccc(F)cc1F
  0%, 17%, 5%
- CCOc1ccc(S(=O)(=O)Nc2cccc(C(=O)NCCCn3ccnc3)c2)cc1
  -30%, ·, 6%
- CSc1cccc(NC(=O)COC(=O)C2CCN(S(=O)(=O)c3ccccc3)CC2)c1
  20%, ·, 1%
- COc1ccc(CNC(=O)C2CCN(C(=O)c3ccc(-n4ccc5ccccc54)s3)CC2)cc1
  13µM*, ·, -3%
- O=C(c1cccc(-c2nnc(-c3ccccc3)o2)c1)N1CCCCC1
  15µM*, 2%, 5%
- CCCCC(=O)Nc1ccccc1C(=O)OCC(=O)c1ccc2c(c1)OCCO2
  ?, 2%, 2%

# A second format for part of the listing above:
mol,TDP1 cell noCPT,N370S GC,TDP1 inh
Cc1ccc(NC(=O)CSc2[nH]c(=O)ncc2C)cc1,-15%,·,5%
CN(C)S(=O)(=O)c1ccc(C(=O)NCC2CC2(Cl)Cl)cc1 (stereo not drawn),?,8%,-3%
Cc1ccc(C)c(OCCC(=O)OCC(=O)NC2CCCC2)c1,6%,-18%,-3%
CC(=O)Nc1ccc(/C=C/c2nc3ccccc3[nH]c2=O)cc1,2%,-17%,2%

# Further compounds follow:
# Value order: TDP1 cell noCPT, N370S GC, TDP1 inh
- CC1=Nn2c(nnc2-c2ccccc2)SC1
  -24%, 18%, 3%
- N#Cc1nc(-c2cccc3ccccc23)oc1NCC1CCCO1 (stereo not drawn)
  -27%, ?, 7%
- CC(C)(C)OC(=O)NC1CNNC1=O (stereo not drawn)
  3%, ·, 0%
- Cn1cc(CNCc2ccc(OC(F)(F)F)cc2)c(-c2ccc3c(c2)OCCO3)n1
  2.6µM*, -22%, 4%
- Cc1nc2ccccn2c(=O)c1NC(=O)c1cccc(F)c1
  -12%, ·, 5%
- COc1ccc(/C=N/NC(=O)c2ccccc2NC(=O)c2ccco2)c(OC)c1
  -27%, 10%, ·
- O=C1NC(CCc2ccccc2)C(=O)N1Cc1cccc2ccccc12 (stereo not drawn)
  ?, 8%, 3%
- CC(CC(=O)N1CCN(c2ccccc2)CC1)S(=O)(=O)c1ccc2c(c1)NC(=O)CO2 (stereo not drawn)
  ?, -1%, 0%
- Cc1cc(=O)[nH]c(Nc2ccc(Cl)cc2)n1
  -12%, -10%, 2%
- CC12CCC(c3c(C(=O)N4CCOCC4)nn(-c4ccccc4)c31)C2(C)C (stereo not drawn)
  ?, 20%, 0%
- CCOC(=O)CNc1c(-c2ccc(O)cc2)nc2ccc(Cl)cn12
  ?, ?, 6%
- CC(C)NC(=O)c1ccccc1NC(=O)c1ccccc1N(C)S(C)(=O)=O
  -8%, 23%, -2%
- CCOC(=O)C(=CNc1cccc(C)n1)C(=O)OCC
  0%, 3%, 3%
- Cc1c(C(=O)Nc2cccc(-c3nnc4n3CCCCC4)c2)oc2ccccc12
  16µM*, 0%, 0%
- Cc1cc(C)c(C)c(C(=O)c2ccccc2C(=O)O)c1C
  3.3µM*, ?, 0%
- O=C(Nc1ccc2oc(=O)ccc2c1)c1ccc(-c2cccc([N+](=O)[O-])c2)o1
  7.3µM*, 14%, 0%
- CC1(C)Cc2cccc(OCC(=O)OCc3nnc(-c4ccc([N+](=O)[O-])cc4)o3)c2O1
  16%, ·, 4%
- Cc1ccc(C)c(S(=O)(=O)NCCc2csc(-c3ccc(Cl)cc3)n2)c1
  16µM*, ·, 1%
- CC(=O)OC(C(=O)c1ccccc1)c1ccccc1 (stereo not drawn)
  ·, 15%, 3%
- Cc1ccc2nc(SC(C)C(=O)NC3CCCC3)[nH]c2c1 (stereo not drawn)
  ?, ·, -1%
- COc1cc(NS(=O)(=O)c2ccc(C)cc2)c2ncccc2c1
  1.2µM*, ?, 7%&19%
- CCOc1ccccc1-c1nc(C(N)=O)c2[nH]c(=O)n(-c3cccc(C)c3)c2n1
  ?, 28%, 5%
- Cc1ccc(Nc2ccc(C(=O)O)cc2[N+](=O)[O-])cc1
  5%, -4%, ·
- CCN1CCCc2cc(CN(CCN3CCOCC3)C(=S)Nc3cc(F)cc(F)c3)ccc21
  21µM*, -25%, 5%
- O=C(NC(Cc1c[nH]c2ccccc12)C(=O)N/N=C/c1ccc(Cl)cc1)c1cccs1 (stereo not drawn)
  ?, 2%, 0%
- COC(=O)NC(c1ccc(Cl)cc1)C(C(C)=O)C(=O)OC (stereo not drawn)
  ·, -12%[12.8 µM], 8%[21 µM]
- COc1ccccc1C(=O)NCCC(=O)N1CCN(S(=O)(=O)c2ccccc2C(F)(F)F)CC1
  -28%, -3%, 9%
- Cc1cc(C)c2c(n1)sc1c(O)cc(=O)[nH]c12
  -11%, -4%, 22µM*
- CCCCNc1ccc(-c2nc(-c3ccco3)no2)cc1[N+](=O)[O-]
  ?, ·, 9%
- CCOc1ccc(S(=O)(=O)n2nc(C)c(S(=O)(=O)N3CCCCC3)c2C)cc1
  3%, ·, -4%
- COc1cccc(-c2nc(CS(=O)(=O)CC(=O)NC3CCCCCC3)c(C)o2)c1
  -14%, 4%, 1%
- C=C(C)OC(C)=O
  ·, 0%, 17%
- Cc1cccc(Cn2c(=O)n(-c3cc(C)cc(C)c3)c(=O)c3oc4ccccc4c32)c1
  12µM*, ·, -5%
- Cc1ccc2[nH]cc(CCNC(=O)CN3C(=O)c4ccccc4C3=O)c2c1
  18%, 5%, -2%
- CCCSc1ccc([C@@H]2[C@@H]3C(=O)N(CC)C(=O)[C@@H]3[C@]3(C(=O)OC)CCCCN23)cc1OC
  23µM*, ·, 3%
- CC(C)OC(=O)CC(=O)CSc1nc(-c2ccc(F)cc2)cc(-c2ccccc2)c1C#N
  ?, 4%, 0%
- CCOc1nc(C)ccc1-c1noc(CC)n1
  21%, 8%, 0%
- Cc1cccc(Cn2cc(SCC(=O)Nc3nccs3)c3ccccc32)c1
  -24%, -7%, 8%
- CN1CCc2c(sc(NC(=O)c3ccc(S(=O)(=O)N4CCCCCC4)cc3)c2C(N)=O)C1
  12µM*, ?, 2%
